# Screening data: PubChem BioAssay, National Center for Advancing Translational Sciences (NCATS)
# Glioma ERSR ind: qHTS for Inducers of the Endoplasmic Reticulum Stress Response (ERSR) in Human Glioma: qHTS | U87-MG GRP78 promoter luciferase reporter, 16 h | hit rate 0.02% among 420,000 | Potency, µM, without a hit: at the highest dose activation, usual class: activators | AID 602332, 2012; further: potency means the concentration at half of the fitted maximal effect; series mostly up to about 76 µM; % of control where 0% means no effect; nearly all actives have a fitted effect of over 35% in size
#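 Stably transfected U87-MG human glioma cells carrying a GRP78-based luminescent sensor were seeded at 1000 cells/well, pin-dosed with compounds and incubated 16 h. Luciferase reagent was then added, and end-point luminescence was read after 10 min at room temperature.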
# Vif-A3F inh: qHTS for Inhibitors of Vif-A3F Interactions: qHTS; HeLa A3F-eYFP + Vif (tagged APOBEC3F with the HIV-1 protein that degrades it), YFP fluorescence increase; Potency, µM (series often up to 46.1 µM), for inactives: at the top dose activity, negative = active; hit rate 0.2% among 390,000; further: potency means the concentration at half of the fitted maximal effect; % of control where 0% means no effect; nearly all actives have a fitted effect of over 65% in size
#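 HeLa cells stably expressing A3F-eYFP plus Vif, plated and incubated overnight at 37 deg C, then exposed to compounds overnight at 37 deg C. Blocked degradation read as raised yellow fluorescence (Ex 488/Em 500-530).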
# RXFP1 ag: qHTS Assay for Agonists of the Relaxin Receptor RXFP1 | Relaxin receptor 1 (Homo sapiens), Q9HBX9 | HEK293T-RXFP1 cAMP TR-FRET, 30 min; response scale: percent of porcine relaxin response, buffer zero | Potency, µM (highest dose often 57.5 µM), inactives show top-dose activation, hits mostly activators | hit rate 0.3% among 370,000; further: potency means the concentration at half of the fitted maximal effect; on the % scale 0 is the no-effect control and ±100 the full control effect; nearly all actives have a fitted effect of over 60% in size; many of its hits are not listed in these tables
# Target sequence (Q9HBX9 whole entry, looked up): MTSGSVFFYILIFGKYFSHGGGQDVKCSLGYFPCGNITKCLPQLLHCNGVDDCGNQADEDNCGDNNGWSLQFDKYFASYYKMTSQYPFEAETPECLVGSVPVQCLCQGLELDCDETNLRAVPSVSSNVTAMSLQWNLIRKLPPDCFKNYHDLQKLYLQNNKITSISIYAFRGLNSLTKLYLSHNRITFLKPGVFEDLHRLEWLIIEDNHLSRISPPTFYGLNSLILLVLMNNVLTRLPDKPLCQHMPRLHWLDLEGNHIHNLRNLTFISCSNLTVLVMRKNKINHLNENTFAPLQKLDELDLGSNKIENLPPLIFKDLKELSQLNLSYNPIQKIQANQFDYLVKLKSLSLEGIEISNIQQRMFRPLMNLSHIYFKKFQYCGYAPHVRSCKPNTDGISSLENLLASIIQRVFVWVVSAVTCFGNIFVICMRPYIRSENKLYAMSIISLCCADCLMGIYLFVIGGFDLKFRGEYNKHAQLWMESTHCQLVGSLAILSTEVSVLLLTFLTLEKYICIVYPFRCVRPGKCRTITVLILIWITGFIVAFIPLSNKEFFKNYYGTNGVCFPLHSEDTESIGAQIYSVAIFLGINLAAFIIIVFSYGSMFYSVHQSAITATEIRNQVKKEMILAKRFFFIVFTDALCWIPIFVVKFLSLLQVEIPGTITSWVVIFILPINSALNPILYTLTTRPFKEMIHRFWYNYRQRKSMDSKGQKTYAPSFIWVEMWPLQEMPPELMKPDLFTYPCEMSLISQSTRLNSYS
#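 HEK293 cells stably expressing RXFP1, treated 30 min at 37C with compounds plus PDE4 inhibitor Ro 20174; cAMP measured by HTRF TR-FRET. Normalized to buffer and 29 nM porcine relaxin; EC50 by Hill fit.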
# D2 potentiator: HTS Assay for Positive Allosteric Modulators of the Human D2 Dopamine Receptor: Primary Screen for Potentiators; HEK293 T-REx D2, calcium flux, EC20 dopamine potentiation; potentiation, % at 10 µM; hit rate 0.34% among 340,000;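 active means potentiation over 3 SD above the plate norm, cut at about 30% in these data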; further: 0% is about no effect
#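 Using a no-wash calcium dye in inducible, force-coupled HEK293 Trex cells expressing D2, we tracked fluorescence each second for 180 s after compound, then for 180 s after EC20 dopamine to detect augmented signalling.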
# Vif-APOBEC3G blk: qHTS for Inhibitors of Vif-A3G Interactions: qHTS. HeLa A3G-eYFP + Vif (tagged APOBEC3G with the HIV-1 protein that degrades it), YFP fluorescence, overnight. DNA dC->dU-editing enzyme APOBEC-3G (Homo sapiens), Q9HC16. Potency, µM (top dose mostly 46.1 µM), for the others: at the top dose activity, negative = active, usual class: inhibitors. hit rate 0.076% among 410,000;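 further: potency means the concentration at half of the fitted maximal effect; on the % scale 0 is the no-effect control and ±100 the full control effect; nearly all actives have a fitted effect of over 60% in size; hits raise eYFP signal because A3G escapes Vif-driven loss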
#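 HeLa cells stably expressing Vif and C-terminally eYFP-tagged A3G, seeded overnight at 37 deg C, then exposed to compound by pintool overnight at 37 deg C. Rise in yellow fluorescence (Ex 488/Em 500-530, Acumen) marks blocked Vif-driven A3G degradation.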
# D1 antagonist: Antagonist of Human D 1 Dopamine Receptor: qHTS; activity change, negative = inhibition, % at 10 µM; HEK293 TREx D1 cells, calcium flux, dopamine EC80; stronger effect = lower value; D(1A) dopamine receptor (Homo sapiens), P21728; AID 504652, 2011; hit rate 3.2% among 360,000; in the data active means activity change below about -30%; further: on the % scale 0 is the no-effect control and ±100 the full control effect
#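 Antagonism measured as reduced calcium response to an EC80 dopamine addition following 180 s compound pre-read; cells were inducible HEK293 Trex D1 plated overnight at 30 C, read kinetically at 1 cycle/sec.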
# RXFP1 antag: qHTS Assay for Antagonists of the Relaxin Receptor RXFP1; Relaxin receptor 1 (Homo sapiens), Q9HBX9; HEK293-RXFP1, relaxin-stimulated cAMP HTRF, 30 min; stronger effect = lower value; activity change, negative = inhibition, % at 57.5 µM; hit rate 0.59% among 350,000; AID 1259400, 2018;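 active means activity change of -60% or lower, but not beyond a set lower limit; inconclusive means change between -60% and -40%, or beyond the set limit; inactive means change above -40%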; further: on the % scale 0 is the no-effect control and ±100 the full control effect
# D1 potentiator: Potentiators of Human D1 Dopamine Receptor: qHTS; potentiation, % at 10 µM; D(1A) dopamine receptor (Homo sapiens), P21728; HEK293 TREx D1 cells, calcium flux, dopamine EC20 potentiation; hit rate 0.036% among 360,000; in the data active means potentiation above about 30%; further: 0% is about no effect
# D1 agonist: Allosteric Agonists of the Human D1 Dopamine Receptor: qHTS | D(1A) dopamine receptor (Homo sapiens), P21728 | HEK293 T-REx D1 cells, calcium flux, agonist mode | activation, % at 2 µM | hit rate 1% among 360,000 | AID 504660, 2011; in the data active means activation above about 30%; further: 0% is about no effect
#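 Tetracycline-induced HEK293 TREx D1 cells, force-coupled to calcium signalling, were dye-loaded with a no-wash calcium kit. Compound was pin-added after a 10 s baseline. Fluorescence was read kinetically at 1 cycle/s for 180 s, with calcium rises flagged as agonism.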
# Active calls of the source: *; i = inactive; u = inconclusive; x = no result given. Unless noted, the call rests on the fitted dose curve; in most records, active means well fitted curve in the direction sought with a large enough effect; inconclusive means small, poorly fitted or top-dose-only effect, or another doubt; inactive means no such curve, though single readings can be large; an effect the other way counts as inactive or inconclusive.
SMILES,Glioma ERSR ind,Vif-A3F inh,RXFP1 ag,D2 potentiator,Vif-APOBEC3G blk,D1 antagonist,RXFP1 antag,D1 potentiator,D1 agonist
CCOc1cc(C#N)c(NC(=O)CSc2nnnn2-c2ccc(OC)cc2)cc1OCC,-6%,-8%,3.9%,-2,-1%,-4,-6,-2,4
COCCNC(=O)COc1ncnc2ccc(Br)cc12,-6%,-6%,11%,6,-1%,6,0,0,-2
O=C1COc2ccc(C(=O)COC(=O)c3nc(Cl)ccc3Cl)cc2N1,0%,-2%,-1.4%,-4,2%,1,-7,4,4
CCn1c(CC(=O)Nc2ccc(C)cc2)nnc1SCC(=O)NCc1ccccc1,-3%,-16%,0.0%,x,0%,-3,-5,-4,0
O=C(O)C1CCCN(S(=O)(=O)c2ccc(Br)cc2)C1 (configuration not stated),-1%,-2%,0.5%,1,2%,12,1,-1,1
COc1cc2c(C)nc3c(cnn3-c3ccccc3)c2cc1OC,1%,-2%,4.2%,6,0%,4,-13,22,1
Cc1ccc(NC(=O)C2CC(=O)N(c3ccc4c(c3)OCCO4)C2)nc1 (configuration not stated),-1%,10%,-1.3%,0,-1%,2,-10,-7,1
COc1nc(/C(N)=N/O)nc(N2CCCCC2)n1,-5%,x,-2.2%,1,0%,-9,5,-2,1
COc1ccc(C(C(=O)NC2CCCC2)N(Cc2ccc(C)cc2)C(=O)c2ccn[nH]2)cc1OC (configuration not stated),-2%,5%,1.5%,14,-2%,-5,5,0,3
O=C(NC1(C(F)(F)F)NC(=O)N(c2ccc(F)cc2)C1=O)c1ccncc1 (configuration not stated),-6%,-2%,-0.2%,-9,1%,6,x,2,1
CCCCN(C(=O)CN1C(=O)C2CCCCC2C1=O)c1c(N)n(CCC)c(=O)[nH]c1=O (configuration not stated),-4%,5%,-0.5%,1,4%,0,-8,-1,6
Cc1c(C(=O)N2CCN(c3ccccc3)CC2)oc2c(Cl)cccc12,1%,-10%,5.4%,7,2%,18,-5,-2,4
Cc1ccc(-c2csc3ncnc(N4CCN(S(=O)(=O)c5cccs5)CC4)c23)cc1,-2%,1%,0.5%,-1,1%,12,-15,-4,2
CC(=O)Nc1cc(N2C(=O)CCC2=O)ccc1Cl,-4%,-9%,0.3%,-5,0%,-2,-20,4,5
Cc1cccc(C)c1OCC(=O)Nc1ccncc1,-3%,6%,3.8%,2,1%,-5,-4,-2,10
COCCCNC(=O)Cc1ccc(-n2c(C)nc3cccnc32)cc1,-1%,3%,0.4%,6,4%,-10,-7,-8,1
C/C(=N\NC(=O)CSCc1ccccc1Cl)c1cccc(NC(=O)c2ccccc2)c1,2%,4%,2.6%,-5,0%,-6,2,0,4
COC(=O)c1sc(NC(=O)CSc2nc3cccnc3n2C)nc1C,-2%,0%,8.3%,6,4%,-1,-2,-5,5
O=C(COc1ccc(/C=N/NC(=O)c2ccncc2)cc1)Nc1ccccc1,-3%,-4%,3.1%,5,7%,-5,-10,-2,1
COc1cccc(CCN2C(=O)C(=O)N([C@@H](CNCc3ccccc3)Cc3ccccc3F)C[C@@H]2C(C)(C)C)c1,-4%,4%,-1.3%,2,-1%,10,x,3,0
COCCNC(=O)c1cccc(OC2CCN(Cc3ccc(F)cc3OC)CC2)c1,-1%,1%,0.4%,-11,-4%,51,1,-9,-3
NN=C1c2ccccc2C(=O)C1C(=O)C(c1ccccc1)c1ccccc1 (configuration not stated),-2%,i,x,x,11µM*,x,-21,x,x
CCOc1cc(-n2nc(C)c(C#N)c2N)nc(SC)n1,x,x,0.3%,3,x,-10,x,-3,1
Cc1ccc(CN2CCSc3ccc(C(=O)NC4CCN(Cc5ccccc5)CC4)cc32)cc1,-2%,0%,16%,x,-13%,-13,2,-2,2
COC(=O)Nc1nnc(-c2ccccc2OC)s1,-4%,1%,0.5%,0,0%,6,-4,-5,4
CCOCCOC(=O)COc1ccc(N2C(=O)c3ccccc3C2=O)cc1,x,x,1.6%,-5,x,-16,x,-14,3
C=CCc1ccc2oc(C(=O)OCC)cc(=O)c2c1O,-4%,-7%,3.2%,9,0%,-17,-12,-4,5
CCOc1ccc(NC(=O)c2cn3c4c(ccc(Cl)c4c2=O)OC(C)C3)cc1 (configuration not stated),-1%,-4%,1.8%,-1,1%,-15,-14,1,0
COc1ccc(C)cc1NC(=O)C(=O)c1cn(CC(=O)N2CCCC2)c2ccccc12,-3%,0%,0.7%,4,-4%,5,-7,4,5
CNC(=S)Nc1ccc(-c2nc3ccc(C)cc3s2)cc1,1%,u,1.8%,-7,-10%,x,-6,-8,2
Cc1ccc(S(=O)(=O)N2CCC[C@H]2C(=O)Nc2ccccc2C)cc1,-1%,-6%,x,x,-6%,x,-3,x,x
CCN1C(=O)S/C(=C/c2c(OCc3ccc(C(=O)O)cc3)ccc3ccccc23)C1=O,-3%,5%,-0.2%,1,-20%,-10,-8,-1,4
O=C(CSc1nnc(C2CC2)n1Cc1ccccc1)N1CCN(S(=O)(=O)c2ccccc2)CC1,-6%,x,-1.0%,-1,0%,0,-8,2,0
Cc1cc(C)c(NC(=O)C2CC(=O)N(Cc3ccccc3)C2)c(C)c1 (configuration not stated),3%,-3%,-1.2%,-5,1%,19,1,-2,1
COc1ccc(Cn2c(CCC(=O)Nc3cccc(Cl)c3)nc3cccnc32)cc1,-5%,4%,30%,25,0%,10,-15,-5,5
C[C@]1(C(=O)NCc2cc(F)cc(C(F)(F)F)c2)C=C[C@@H](Cc2ccccc2)N1C(=O)c1ccccc1,-2%,0%,0.5%,-4,-5%,-6,x,-3,1
COc1ccccc1C1(CCNC(C)c2cccs2)CCOC(C(C)C)C1 (configuration not stated),-3%,2%,0.1%,-8,0%,8,-33,2,6
CCOC(=O)c1c(NC(=O)CSc2nnc(CNc3ccc(F)cc3)o2)sc(C)c1C,-6%,7%,-0.1%,-2,2%,-2,4,0,1
CCOCc1nnc(NC(=O)c2cc(OC)c(OC)cc2[N+](=O)[O-])s1,-2%,-6%,0.9%,10,-4%,x,-12,-3,-1
O=C(CCN1CCN(c2ccc(F)cc2)CC1)Nc1ccccc1F,-4%,5%,-0.2%,-37,-1%,7,0,5,3
NC(=O)CSc1nc2scc(-c3ccco3)c2c(=O)n1-c1ccccc1,-3%,0%,-1.3%,20,-7%,26,u,-1,1
O=C(NCc1nnc(SCc2ccccc2)n1-c1ccccc1)C12CC3CC(CC(C3)C1)C2,-3%,6%,0.4%,-1,2%,3,-14,2,0
Cc1cccc(C2c3[nH]c4ccccc4c3CCN2Cc2cnn(-c3ccc(F)cc3)c2)n1 (configuration not stated),0%,8%,-0.2%,-13,1%,-14,-13,-3,1
COc1ccc(CNC(=O)CCS(=O)(=O)Cc2ccc(C)cc2)c(OC)c1,-5%,2%,1.0%,1,1%,0,-11,-5,0
O=C(O)COc1ccc(C=C2SC(=S)N(c3ccccc3)C2=O)cc1,-8%,1%,x,x,-6%,x,0,x,x
CC(C)CCC(C(=O)O)C(C)CC(=O)NC1CCCCC1 (configuration not stated),-2%,-10%,0.9%,4,1%,4,5,1,1
O=C(CN1C(=O)CSC1=O)N1CCc2ccccc2C1,0%,5%,0.3%,13,3%,-2,-3,1,4
Clc1ccc2[nH]c3c(NCC4CCCO4)ncnc3c2c1 (configuration not stated),x,x,3.7%,-6,x,-15,x,-1,14
COc1ccc(NC(=O)c2ccc3oc(=O)c(S(=O)(=O)c4ccc(F)cc4)cc3c2)c(OC)c1,-8%,-6%,4.0%,-5,0%,5,x,-2,0
COc1ccc2c(CNCc3cccs3)c(C(=O)O)n(Cc3cccc(F)c3)c2c1,-2%,-2%,-0.4%,-17,0%,10,-16,1,-1

# Pulled by compound from above:
SMILES,Glioma ERSR ind,Vif-A3F inh,RXFP1 ag,D2 potentiator,Vif-APOBEC3G blk,D1 antagonist,RXFP1 antag,D1 potentiator,D1 agonist
COc1ccc(CNC(=O)CCS(=O)(=O)Cc2ccc(C)cc2)c(OC)c1,-5%,2%,1.0%,1,1%,0,-11,-5,0
O=C(CN1C(=O)CSC1=O)N1CCc2ccccc2C1,0%,5%,0.3%,13,3%,-2,-3,1,4
Clc1ccc2[nH]c3c(NCC4CCCO4)ncnc3c2c1 (configuration not stated),x,x,3.7%,-6,x,-15,x,-1,14
NC(=O)CSc1nc2scc(-c3ccco3)c2c(=O)n1-c1ccccc1,-3%,0%,-1.3%,20,-7%,26,u,-1,1

# Following part.
SMILES,Glioma ERSR ind,Vif-A3F inh,RXFP1 ag,D2 potentiator,Vif-APOBEC3G blk,D1 antagonist,RXFP1 antag,D1 potentiator,D1 agonist
COc1ccc2c(c1)N(C)C(=O)CC(c1ccccc1)=N2,0%,3%,0.7%,1,-4%,3,-4,-3,-1
CCCN1C(=O)C2C(C(=O)Nc3cccc(OC)c3)C3C=CC2(O3)C1C(=O)NC1CCCCC1 (configuration not stated),0%,5%,-2.5%,-8,-2%,-22,-3,-5,1
COc1ccc(C(=O)OC(C)C(=O)Nc2cc(C(F)(F)F)ccc2Cl)c(OC)c1OC (configuration not stated),-6%,-7%,-1.3%,-13,-8%,-3,-2,0,10
CCNC(=O)CC1C(=O)N(c2ccc(OC)cc2)C(=S)N1CCc1ccncc1 (configuration not stated),x,x,-2.8%,x,x,4,x,2,3
O=C(NCc1cccnc1)c1ccc([N+](=O)[O-])cc1,-3%,5%,0.7%,-3,0%,8,0,0,1

# This is a subset, so the mix of outcomes need not match the whole.
